# S1P4 antag: blocks the human S1P4 receptor. S1P4-expressing cells, antagonist mode, reporter read-out. 220,000 tested, 0.26% active. inhibition, % at 4.98 µM. O95977; in the data active = inhibition above about 29%;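 note: 0% = wells stimulated with agonist and 100% = vehicle wells without agonist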
# NPY-Y2 PAM-ag: potentiates or activates human NPY-Y2 receptor; P49146; cells expressing NPY-Y2, potentiator/agonist read-out; activation, % at 3.6 µM; 220,000 tested, 0.45% active; AID 1359; in the data active = activation above about 27%;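 note: cells stimulated with NPY near EC25 plus isoproterenol at EC100; 0% = vehicle plus submaximal agonist and 100% = vehicle plus saturating agonist; some results beyond the cut were filed as inactive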
# EP2 antag: EP2 receptor (human) inhibition; C6 glioma cells expressing human EP2, cAMP TR-FRET; cells stimulated with saturating PGE2; 260,000 tested, 0.52% active; inhibition, % at 25 µM; AID 1422;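 active = percent inhibition above 40 after rounding to a whole number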;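 note: rat C6 glioma host cells with rolipram phosphodiesterase inhibitor present; the protocol text gives 20 µM as final concentration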
# NPY Y1 blocker: NPY-Y1 (human) receptor antagonism | P25929 | HEK293-CNG Y1 cells, membrane potential fluorescence; NPY at EC95, then isoproterenol | inhibition, % at 3.6 µM | 200,000 tested, 1% active;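 active = inhibition above the campaign mean inhibition of all tested compounds plus 3 SD, cut at about 20% in these data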;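 note: 0% = DMSO wells given NPY plus isoproterenol and 100% = isoproterenol alone without NPY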
#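 Material: HEK293 Y1/CNG channel cell line | Also added: NPY (25 nM), isoproterenol (1 µM), Ro 20-1724 (25 µM) | Compound: One concentration, 3.6 µM, in 0.4% DMSO | Schedule: 3 h dye uptake, 1 h room-temperature compound, 45 min post-isoproterenol | Signal: Membrane-potential fluorescent dye readout | Read-out: % inhibition of NPY effect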
# S1P4 ag: human S1P4 receptor agonism | O95977 | S1P4-expressing cell line, agonist reporter assay | activation, % at 4.98 µM | 220,000 tested, 0.35% active | AID 1509; in the data active = activation above about 11%;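 note: 0% = DMSO vehicle and 100% = reference agonist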
# eIF4E-4G inh: blocks eIF4E binding to eIF4G; inhibition, % at 21.7 µM; 220,000 tested, 0.37% active; TR-FRET eIF4E-eIF4GI(517-606) binding, 2 h; AID 782; P63073+Q04637;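 active = inhibition above about 30%, limit read from the data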;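 note: 0% = full FRET control wells and 100% = background wells lacking eIF4GI fragment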
# NPY-Y1 PAM-ag: potentiates or activates human NPY-Y1 receptor; NPY-Y1 expressing cells, potentiator/agonist activation; P25929; 220,000 tested, 0.37% active; activation, % at 3.6 µM; AID 1304; in the data active = activation above about 33%, passing the limit was not always enough;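 note: cells stimulated with NPY at EC10 then isoproterenol at EC100; 0% = low agonist plus stimulus and 100% = saturating agonist plus stimulus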
# EP2 modulator: modulators of human EP2 prostaglandin E2 receptor | 260,000 tested, 0.83% active | P43116 | induction, % at 25 µM | AID 940 | EP2-expressing cells, cAMP HTRF FRET, PGE2 co-stimulation;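 active = compounds whose cAMP rise, as percent of the full-agonist control response, exceeds 60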;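 note: rat C6 glioma line stably carrying human EP2 under a CMV promoter; the protocol text gives 20 µM as final concentration; 100% = response of wells given 1 µM PGE2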
# p97 inhibitor: human p97 ATPase inhibition; P55072; recombinant p97 ATPase, Kinase-Glo ATP luminescence, 3 h; 220,000 tested, 0.42% active; inhibition, % at 8 µM; in the data active = inhibition above about 15%;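 note: 0% = DMSO vehicle and 100% = wells lacking enzyme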
# Target sequence (P55072 whole entry, looked up): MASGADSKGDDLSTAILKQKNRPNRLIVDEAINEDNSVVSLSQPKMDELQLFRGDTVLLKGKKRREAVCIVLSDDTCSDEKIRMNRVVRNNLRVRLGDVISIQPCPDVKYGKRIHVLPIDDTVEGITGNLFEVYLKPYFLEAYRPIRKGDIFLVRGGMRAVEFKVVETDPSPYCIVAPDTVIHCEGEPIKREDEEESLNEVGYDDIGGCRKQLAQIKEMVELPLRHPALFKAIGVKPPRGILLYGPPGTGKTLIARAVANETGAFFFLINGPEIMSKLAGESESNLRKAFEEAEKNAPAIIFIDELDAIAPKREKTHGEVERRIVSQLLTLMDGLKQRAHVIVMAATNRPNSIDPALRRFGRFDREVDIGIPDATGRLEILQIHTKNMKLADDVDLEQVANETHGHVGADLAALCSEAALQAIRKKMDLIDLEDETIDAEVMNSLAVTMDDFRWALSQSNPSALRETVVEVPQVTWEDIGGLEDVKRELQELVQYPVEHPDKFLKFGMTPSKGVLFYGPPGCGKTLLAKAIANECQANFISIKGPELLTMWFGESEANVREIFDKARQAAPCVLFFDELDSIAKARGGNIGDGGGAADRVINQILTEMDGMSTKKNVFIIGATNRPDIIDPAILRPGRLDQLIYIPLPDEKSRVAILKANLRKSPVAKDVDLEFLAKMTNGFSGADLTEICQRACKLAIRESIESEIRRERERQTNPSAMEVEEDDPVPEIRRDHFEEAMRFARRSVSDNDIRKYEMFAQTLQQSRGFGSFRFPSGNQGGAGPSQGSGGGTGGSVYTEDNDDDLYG
# * = called active by the depositor; x = no result given; & = joins results of further samples; [ ] = remark or other dose. Not all compounds are listed (hit frequency here may not be typical).
Molecule	S1P4 antag	NPY-Y2 PAM-ag	EP2 antag	NPY Y1 blocker	S1P4 ag	eIF4E-4G inh	NPY-Y1 PAM-ag	EP2 modulator	p97 inhibitor
O=C(Oc1cc2oc(=O)c3c(c2cc1Cl)CCCC3)c1ccco1	-6.3	-2.5	4.1	2.7	2.0	1.0	-3.3	27.1	5.0
O=C(NCc1ccco1)C1CCCN1C(=O)Nc1ccccc1 (stereo not given)	-10.0	4.5	9.9	-1.2	1.0	0.5	18.4	16.2	2.5
CO/N=C/NC(=O)N1OC[C@@H]2COc3ccc4ccccc4c3[C@@H]21	-1.9	5.0	9.6	4.0	0.5	-3.0	-22.7	11.3	2.5
CNC(=S)NNC(=O)Cn1ccc(C)n1	-0.9	-22.8	8.1	-1.4	1.9	2.9	-11.2	12.0	-3.7
O=C(c1ccccc1)N1CCCCC(Sc2nnc3ccccn23)C1=O (stereo not given)	-26.4	12.1	6.1	4.7	1.6	-3.7	11.7	0.3	1.0
CSc1nc2ncnc(N)c2[nH]1	-1.8	0.4	13.1	x	0.7	2.2	3.7	-4.0	5.2
O=C(COC(=O)Cc1ccc(Br)cc1)NC1CCCCCC1	-4.3	2.7	7.4	7.5	-1.4	2.8	-14.1	18.1	-3.0
CCOC(=O)c1nn(-c2ccccc2)c(-c2ccccc2)c1C(=O)c1ccccc1	-5.1	2.2	9.1	14.1	1.1	1.2	18.2	16.8	-1.0
Cc1cc(NC(=O)c2cccc(S(=O)(=O)N3CCOCC3)c2)no1	-4.0	-11.8	2.3	1.3	0.4	4.0	1.9	16.0	1.2
Cc1ccc(NC(=O)COC(=O)Cn2cnc3c2c(=O)n(C)c(=O)n3C)c(Cl)c1	-5.7	0.9	2.8	2.6	0.5	-4.3	4.0	-18.1	4.5
CCOCCCNS(=O)(=O)c1ccccc1	-3.2	-9.8	7.1	14.8	1.0	0.4	-1.5	-5.0	1.1
Cc1ccc(OCC(=O)N(Cc2ccc(N(C)C)cc2)C2CCS(=O)(=O)C2)cc1C (stereo not given)	-5.3	1.6	25.3	x	0.5	1.8	10.4	6.4	1.6
CCN(CC)CCCNC(=O)C1c2ccccc2Oc2ccccc21	2.0	-9.7	14.1	-1.2	1.3	0.3	0.4	7.2	-9.3
CC1(C)Cc2c(sc(NC(=O)C(C)(C)C)c2C#N)C(C)(C)N1	-10.3	-37.4	11.0	20.1	0.4	4.0	-81.8	6.6	-1.6
N=C1SC(c2ccccc2)C(=O)N1c1ncc(Cc2ccccc2)s1 (stereo not given)	-7.7	7.5	3.4	4.4	1.4	0.8[fluorescence artefact?]	-12.4	0.7	-5.8
Nc1nc(-c2ccco2)nn1S(=O)(=O)c1ccccc1	-7.7	-9.3	9.7	0.8	1.3	-0.4	28.1	6.5	2.4
O=C(O)Cc1ccc(NC(=O)C2CCCCC2C(=O)O)cc1 (stereo not given)	-16.7	-4.4	10.3	1.6	3.0	-3.2	-9.8	17.1	3.3
Cc1ccc(OCC(=O)Nc2ccccc2N2CCCC2)c(C)c1	2.7	-17.6	3.8	7.3	0.8	-0.2	-16.8	56.4	-5.3
CCOC(=O)c1cc(-c2ccccc2)sc1NC(=O)COC(=O)c1cccc(S(N)(=O)=O)c1	-2.8	-18.2	8.2	-2.7	0.8	-35.8	-12.0	-35.0	1.1
CN(C)C=NC(=O)/C(C#N)=C/c1ccccc1	1.6	-2.1	1.0	-6.6	0.9	-4.0	-2.0	-0.7	-3.5
c1coc(-c2nc3nc4ccccc4nc3n2CC2CCCO2)c1 (stereo not given)	-28.0	-8.6	x	2.4	2.7	-2.3	17.1	-10.5	-4.3
Cc1ccc(S(=O)(=O)N(NC2=NS(=O)(=O)c3ccccc32)C(=O)c2ccccc2)cc1	-4.8	11.1	10.3	1.4	1.3	-0.7	-6.1	12.2	4.6
Cc1c(NC(=O)/C(C#N)=C/c2c(N3CCCCC3)nc3ccccn3c2=O)c(=O)n(-c2ccccc2)n1C	15.2	-7.2	8.7	x	0.4	3.8	-4.3	-1.7	9.1
COc1cc(C(C(=O)NC2CCCCC2)N(C(=O)Cc2c[nH]c3ccccc23)c2ccccc2C)cc(OC)c1OC (stereo not given)	-5.1	-0.7	9.2	-1.8	-1.1	-1.9	-12.8	12.9	5.5
COc1ccc(OC)c(NS(=O)(=O)c2ccc(NC(=O)c3ccc(NS(C)(=O)=O)cc3)cc2)c1	-14.5	11.4	2.7	-5.8	-1.0	3.5[fluorescence artefact?]	28.1	4.9	1.3
Cc1cccc(-n2cnc3cc(C(=O)N4CCCCC4)ccc32)c1	-0.9	6.0	12.6	3.3	0.6	1.9	-8.1	-2.7	3.9
FC(F)(F)c1cc(-c2ccccc2)nc(-n2cncn2)n1	-4.7	-3.4	6.6	3.9	1.0	5.9[fluorescence artefact?]	2.6	-8.3	5.1
O=c1cc(O)c2c(=O)n(-c3ccccc3)c3c(c2o1)CCCCC3	-18.4	-0.8	7.7	-0.4	1.2	-6.2	-9.4	27.0	0.5
Cc1cc(C(=O)CCl)c(C)n1-c1cccc([N+](=O)[O-])c1	-6.7	7.9	8.2	-0.7	-0.6	3.9	-14.6	-69.9	7.2
CCCCCCCc1ccc(-c2ccc(O)cc2)nc1	3.7	-2.5	14.8	-2.2	0.1	0.2	7.7	9.4	0.7
CCNc1nc2nonc2nc1NCC	-10.7	-3.3	12.0&8.6	-4.0	-0.3	17.2	5.5	-2.6&-2.7	0.5
CC(=O)c1c(-c2ccccc2)c2cc(Cl)ccc2[nH]c1=O	4.7	14.3	9.0	-3.4	0.8	2.9	9.9	45.0	-3.4
Clc1cccc(Cl)c1-c1nnc2cccc(Cl)n12	4.0	12.4	3.4	3.2	0.5	3.0	-0.3	0.3	4.8
CC(C)S(=O)(=O)c1csc(C(=O)Nc2ccc(F)cc2)c1N	5.2	8.4	8.8	x	2.9	1.4	2.6	-43.6	-2.9
CN(C)S(=O)(=O)c1cc(NC(=O)CN2CCN(c3ccccc3O)CC2)ccc1Cl	-30.1	-13.8	7.7	9.3	2.9	-6.3	11.0	-60.2	-0.1
O=C(O)c1c(Cl)c(Cl)c(Cl)c(Cl)c1C(=O)N1CCOCC1	-28.8	-17.8	5.7	13.7	-0.5	-1.3	-31.3	13.7	-8.6
CC1=C(C(=O)Nc2cccnc2)C(c2ccccn2)n2nnnc2N1 (stereo not given)	-2.0	1.5	2.9	-3.6	1.1	-3.6	2.8	-23.0	-1.7
O=C(NCCc1c[nH]c2ccccc12)c1cccc(S(=O)(=O)Nc2ccccc2Cl)c1	-11.6	24.7	6.7	-4.0	0.9	0.2	-14.1	-12.8	3.8
COc1ccc(-c2cc(C(N)=O)nc(N3CCCCCC3)n2)cc1	4.7	-19.1	7.7	-0.3	-0.2	7.3[fluorescence artefact?]	5.5	-4.9	0.4
C=CCNC(=O)CSc1nnc(-c2ccccc2Br)n1-c1cccc(C(F)(F)F)c1	-7.1	8.5	4.9	-3.2	-0.7	17.5	9.2	14.9	0.2
COc1ccc(CCNC(=O)CC(NS(=O)(=O)c2ccc(NC(C)=O)cc2)C(C)C)cc1OC (stereo not given)	-7.7	-2.2	14.4	-2.2	0.5	-1.5	-16.1	5.0	-4.2
O=C(C1CCC1)N1CCC(c2nc3c(nnn3Cc3c(F)cccc3Cl)c(=O)[nH]2)CC1	-8.6	-18.6	10.9	7.1	1.4	5.7	-22.9	-6.4	-6.7
CCc1ccc(Nc2cc(C)nc3nc(C)nn23)cc1	-7.3	10.3	3.0	1.3	-0.1	-2.8[fluorescence artefact?]	-4.0	18.8	-0.7
Cc1ccc2[nH]c3c(N4CCOCC4)ncnc3c2c1	-2.7	5.9	9.3	3.0	0.4	5.9[fluorescence artefact?]	13.0	-34.9	2.4
O=C(CCc1nc2ccccc2[nH]c1=O)OCC(=O)N1CCc2ccccc21	15.8	-6.3	7.5	-2.0	-0.1	4.2	7.2	4.3	3.9
Cc1ccc(CNC(=O)[C@@H]2CCC(=O)N2Cc2ccco2)cc1	-1.0	8.7	19.1	-4.7	-2.3	6.5	-26.9	17.1	3.5
Cc1ccc(Nc2nnc(SC(C)C(=O)Nc3c(C)n(C)n(-c4ccccc4)c3=O)s2)cc1 (stereo not given)	-19.8	-15.0	6.0	2.7	-0.9	-2.1	-2.2	7.3	5.4
COC(=O)CCN(C1CCCCC1)S(=O)(=O)c1ccc(S(=O)(=O)NC2CCCCC2)cc1	1.5	4.1	9.2	5.3	1.8	-1.5	-8.0	21.2	-5.9
Cc1ccc(NC(=S)Nc2ccc(Br)cc2)cc1	-7.1	14.1	0.3	2.8	2.7	11.7	33.8	-12.3	-1.6
Cc1noc(C)c1COC(=O)c1ccc(S(=O)(=O)NCc2ccco2)cc1	-4.5	7.4	9.6	1.8	0.6	-4.6	-18.6	-5.4	0.9

# The list goes on:
Molecule	S1P4 antag	NPY-Y2 PAM-ag	EP2 antag	NPY Y1 blocker	S1P4 ag	eIF4E-4G inh	NPY-Y1 PAM-ag	EP2 modulator	p97 inhibitor
Cn1nccc1C(=O)Nc1ccn(C23CC4CC(CC(C4)C2)C3)n1	-2.1	3.5	7.5	-5.0	-0.4	2.1[fluorescence artefact?]	3.5	-26.6	-1.5
Cc1cccc(N/N=C(\C#N)S(=O)(=O)C(C)(C)C)c1	-6.3	-13.8	0.1	2.8	1.1	-0.6	8.4	-8.1	7.6
CC1CCN(C(=O)c2cc(-c3ccc(Cl)c(Cl)c3)on2)CC1	-16.4	-1.5	6.6	1.1	-0.5	2.0	5.8	5.0	-8.9
Cc1ccc2cc3c(NC(=O)c4cccnc4)nn(C)c3nc2c1	-1.6	5.5	24.5	0.1	-1.4	-3.6[fluorescence artefact?]	13.7	-14.2	4.9
Cc1cc(C(=O)NC(=S)Nc2ccccc2N2CCOCC2)ccc1[N+](=O)[O-]	3.7	3.1	0.8	3.2	0.9	-3.4	-15.6	-2.6	-5.8
N#Cc1nc(-c2ccc(F)cc2)oc1N1CCCC1	-12.9	-3.1	x	3.3	-0.6	3.9	12.3	21.0	2.9
C(=C\c1ccccc1)/CSc1nnc(-c2cccnc2)n1Cc1ccco1	-17.8	-28.6	4.5	9.5	0.6	3.6	-8.9	10.5	-2.3
O=C(COc1ccc(Cl)cc1)OCC(=O)N1CCCc2ccccc21	-3.3	-5.0	11.0	6.3	0.0	1.9	-6.6	17.7	-3.0
CSc1nc2ccc(S(=O)(=O)N3CCc4ccccc43)cc2s1	5.4	12.1	9.1	-5.2	1.7	2.3	14.3	-4.5	1.3

# A second format for some results above.
# Value order – S1P4 antag	NPY-Y2 PAM-ag	EP2 antag	NPY Y1 blocker	S1P4 ag	eIF4E-4G inh	NPY-Y1 PAM-ag	EP2 modulator	p97 inhibitor
Cc1ccc2cc3c(NC(=O)c4cccnc4)nn(C)c3nc2c1
  -1.6	5.5	24.5	0.1	-1.4	-3.6[fluorescence artefact?]	13.7	-14.2	4.9
CC1CCN(C(=O)c2cc(-c3ccc(Cl)c(Cl)c3)on2)CC1
  -16.4	-1.5	6.6	1.1	-0.5	2.0	5.8	5.0	-8.9
Cc1cccc(N/N=C(\C#N)S(=O)(=O)C(C)(C)C)c1
  -6.3	-13.8	0.1	2.8	1.1	-0.6	8.4	-8.1	7.6
